# High-throughput results (PubChem BioAssay)
# IL1B secr inh = inflammasome signaling inhibition, IL-1 beta readout; THP-1 LPS/ATP IL-1B secretion, AlphaLISA, 16 h; active compounds read low; AID 743279; activity change, % at 57.5 µM; hit rate 4.7% among 360,000; in the data active = activity change below about -50%; inconclusive = mostly about -30% to -49%; note: % is set by controls: 0 for no effect and ±100 for the full control effect
#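 THP-1 cells pretreated 1 hr with compounds (up to 57.5 uM final), then stimulated with LPS (250 ng/mL final) plus ATP (1.25 mM final); secreted IL-1B measured by AlphaLISA after 16 hr, decreased signal indicating inhibition.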
# KB-3-1 tox = KB-3-1 parental cell cytotoxicity; KB-3-1 viability, CellTiter-Glo ATP luminescence, 72 h; AID 1347075; hit rate 1.4% among 400,000; Potency, µM (series often up to 46.1 µM), for inactives: at the top dose activity change, negative = cytotoxic, most hits filed as cytotoxic; note: potency is the fitted concentration of half-maximal effect; % is set by controls: 0 for no effect and ±100 for the full control effect; nearly all actives have a fitted effect of over 60% in size
#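 Screening of KB-3-1 cells (DMEM, 10% FBS, phenol-red free) ran from lowest to highest compound concentration; after 72 h at 37 °C viability was read luminescently and curves fitted.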
# HT1080-NT tox = kills 2HG-producing HT-1080-NT fibrosarcoma cells. Potency, µM (titrated, usually from 46.1 µM), for inactives: top-dose activity, negative = less viability, actives largely listed as cytotoxic. HT-1080-NT fibrosarcoma viability, CellTiter-Glo ATP luminescence, 48 h. hit rate 1.6% among 360,000;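 note: NT is the 2HG producing partner of a matched IDH1 knockdown line; potency is the fitted concentration of half-maximal effect; 0% = DMSO-treated cells and -100% = media-only wells without cells; nearly all actives have a fitted effect of over 55% in size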
#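 Viability by CellTiter-Glo luminescence after 48 h compound exposure at 37C of HT-1080-NT cells (750/well, RPMI, 5% FBS). % activity scaled between DMSO wells and medium-only wells, then curve-fitted and categorized by curve class.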
# HT1080 IDH1KD tx = HT-1080 IDH1 knockdown cell toxicity (counter line); HT-1080 IDH1 knockdown viability, ATP luminescence, 48 h; Potency, µM (doses to about 46.1 µM), without a hit: at the highest dose activity, negative = toxicity, usual class: cytotoxic; hit rate 2% among 360,000;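 note: potency is the fitted concentration of half-maximal effect; 0% = DMSO wells and -100% = cell-free medium wells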
#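 Assay cells: HT-1080 with IDH1 knockdown, 750 per well, RPMI/5% FBS. Exposure: 48 h at 37 °C following 2 h pre-incubation. Read: CellTiter-Glo luminescence; fitted concentration-response, curve class assigned.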
# HepG2 tox = HepG2 cytotoxicity, counter-screen for TGF-b inhibitors; Potency, µM (series often up to 46.1 µM), inactives show at the highest dose activity change, negative = cytotoxicity, most hits filed as cytotoxic; hit rate 0.76% among 410,000; HepG2 CAGA-GFP viability, ATP luminescence, 18 h; AID 588856; note: potency is the fitted concentration of half-maximal effect; some results filed as inactive show a strong effect at the top dose
#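 CellTiter-Glo luminescence gave cytotoxicity after 18 hours at 37 degrees C. The cells were HepG2 CAGA-GFP in 1% FBS DMEM, stimulated with 500 pg/mL TGF-beta after compound addition. %Activity was normalised to no-cell wells (complete cell-killing) and DMSO (no toxicity), and curves were fitted and classified.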
# MCF10A rerep = inducers of DNA re-replication in MCF 10A breast cells. MCF 10A DNA re-replication, Hoechst nuclear intensity, 48 h. Potency, µM (series often up to 46.1 µM), inactives show top-dose activity, positive = re-replication, most hits filed as activators. hit rate 2.9% among 350,000; note: potency is the fitted concentration of half-maximal effect; % of control where 0% means no effect; nearly all actives have a fitted effect of over 50% in size
# SW480 rerep = inducers of DNA re-replication in SW480 colon cancer cells | SW480 DNA re-replication, Hoechst DNA content imaging, 48 h | hit rate 1.8% among 340,000 | AID 624297 | Potency, µM (doses to about 46.1 µM), inactives show at the top dose re-replication activation, actives largely listed as activators; note: potency is the fitted concentration of half-maximal effect; % of control where 0% means no effect; nearly all actives have a fitted effect of over 55% in size
#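 Compounds, transferred as 23 nL by pin tool, were incubated with cells for 48 hr; DNA content per nucleus was then quantified by Hoechst staining and fluorescence plate imaging.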
# ATXN viability = cell viability loss in ATXN counter-screen; S2 cells (HEK-293 line with an ATXN2-luciferase reporter) viability, CellTiter-Fluor protease fluorescence, 24 h; Potency, µM (doses to about 56.7 µM), usual class: cytotoxic; hit rate 0.49% among 400,000; note: potency is the fitted concentration of half-maximal effect; nearly all actives have a fitted effect of over 40% in size
# ATXN2 expr inh = ATXN2 expression inhibition; Potency, µM (series often up to 57 µM), without a hit: top-dose activity change, negative = inhibition, usual class: inhibitors; HEK-293 ATXN2-luciferase reporter, luminescence, 24 h; hit rate 0.72% among 360,000; note: potency is the fitted concentration of half-maximal effect; % is set by controls: 0 for no effect and ±100 for the full control effect; nearly all actives have a fitted effect of over 55% in size
#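 ATXN2-luciferase reporter cells (luciferase flanked by upstream and downstream ATXN2 gene portions) were treated 24 h at 37 °C with compounds at up to 57 uM. SteadyGlo luminescence gave expression; GF-AFC fluorescence gave viability.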
# * = called active by the depositor; i = inactive; ? = inconclusive; . = not tested or not shown; [ ] = remark or other dose. Unless noted, calls come from the whole dose curve; as a rule, active = well fitted curve in the direction sought with a large enough effect; inconclusive = small, poorly fitted or top-dose-only effect, or another doubt; inactive = no such curve, though single readings can be large; an effect the other way counts as inactive or inconclusive.
Structure	IL1B secr inh	HT1080-NT tox	SW480 rerep	HepG2 tox	MCF10A rerep	ATXN2 expr inh	HT1080 IDH1KD tx	ATXN viability	KB-3-1 tox
CSc1ccccc1NC(=O)c1ccc(Br)o1	8	-1%	-9%	-35%	?	36%	2%	i	5%
CC(=O)NCCSC(=O)c1ccc(F)cc1	19	20%	-2%	1%	-1%	4%	10%	i	16%
O=C(O)c1ccc(NS(=O)(=O)c2cc(Cl)ccc2Cl)cc1	9	1%	-7%	-3%	-5%	8%	6%	i	0%
COc1cc(OC)cc(C(=O)NCC(=O)OCc2nc3ccccc3s2)c1	-3	0%	-4%	-11%	-1%	63%[activator]	5%	i	1%
O=C(COc1ccc(Cl)cc1Cl)NCc1ccncc1	9	-5%	-10%	-1%	0%	8%	6%	?	-11%
CC(=O)c1cc(-c2ccccc2)n(CC(=O)NCc2ccccc2C)c1C	.	.	.	-17%	.	-1%	.	i	11%
Cc1ccsc1/C=N/NC(=O)c1cccc(S(=O)(=O)Nc2ccccc2Cl)c1	0	-10%	-3%	-17%	2%	1%	-9%	i	7%
COc1ccc(NC(=O)CCC(=O)N/N=C/c2ccc([N+](=O)[O-])s2)cc1	?	-11%	29%	-43%	28%	-6%	-27%	?	?
O=C(NCc1cccnc1)C1CCN(c2ccc(S(=O)(=O)N3CCOCC3)cc2Cl)CC1	24	?	?	-10%	11%	-22%	?	i	23µM*
COc1ccc(C(=O)NCCc2c[nH]c3ccccc23)cc1S(=O)(=O)N1CCOCC1	17	-1%	2%	0%	5%	-4%	-9%	i	-14%
CSc1nsc(SC)c1NC(=O)Nc1ccccc1C	-6	13%	1%	10%	-7%	-16%	-2%	i	2%
Cc1ccc(N2C(=O)c3oc4cc(C)c(C)cc4c(=O)c3C2c2cccc(O)c2)nc1 (stereo not given)	.	.	.	-3%	.	15%	.	i	3%
CCCNC(=O)[C@H]1N2C(=O)c3c(ccc(OC)c3OC)C2SC1(C)C (stereo not given in full)	-5	20%	0%	-6%	0%	-14%	13%	i	-4%
COc1ccc(OCC(=O)N/N=C/c2cccn2-c2cccc(C(=O)O)c2)cc1	-3	3%	-119%[inhibitor]	11%	20%	-5%	5%	i	12%
O=C(NCc1ccccc1)C1CCN(c2nc(-c3ccccc3)nc3c2CCC3)CC1	-5	-6%	13%	-26%	?	-26%	-4%	i	-23%
Cc1oc2ncn(CC(C)C)c(=O)c2c1C(=O)NCCc1ccccc1	.	.	.	-16%	.	-5%	.	?	-1%
O=C(Nc1cc(F)cc(F)c1)c1sc(Cl)nc1-c1ccccc1	-3	0%	-1%	-13%	15%	-9%	1%	i	-11%
COc1ccc(S(=O)(=O)N2CCOCC2)cc1NC(=O)CSc1cc(C)ccc1C	-14	-2%	-33%[inhibitor]	-26%	-1%	-10%	-9%	i	-14%
Cc1cccc(C(=O)N2CCc3ccccc3C2)c1[N+](=O)[O-]	6	8%	5%	5%	8%	-10%	3%	i	2%
CCn1cc(CNC(=O)c2cc([N+](=O)[O-])c(C)c([N+](=O)[O-])c2)cn1	12	-4%	?	22%	6%	5%	-9%	i	-9%
CC[C@H](C)[C@@H](NC(=O)O[C@@H]1C(=O)c2cc(OC)ccc2O[C@H]1c1ccc(OC)c(Br)c1)C(=O)OC	?	0%	-1%	-6%	-19%	6%	-1%	i	-24%
O=C(c1ccco1)N1CCN(C(c2ccc(Cl)cc2)c2nnnn2Cc2ccccc2)CC1 (stereo not given)	-51*	-22%	-3%	5%	14%	-8%	-17%	i	?
Cc1cccc(C)c1NC(=O)CN(C)C(=O)c1cccc(S(=O)(=O)N2CCN(C)CC2)c1	-8	14%	-566%[inhibitor]	-2%	-19%	-11%	10%	i	7%
Cc1cccc(N2CCN(c3nnc(C(F)(F)F)s3)CC2)c1	-23	4%	2%	-10%	2%	-21%	11%	i	1%
Cc1nnc(NC(=O)CSc2nnc(CNC(=O)C34CC5CC(CC(C5)C3)C4)n2C2CCCCC2)s1	4	3%	-5%	-10%	4%	7%	5%	i	18%
O=C(Nc1ccc(CN2CCCCC2)cc1)c1ccc2c(c1)OCO2	-2	-2%	-12%	3%	6%	12%	-3%	i	5%
COCCCNCCOc1ccccc1-c1ccccc1	-30	-4%	-2%	0%	2%	-16%	2%	?	-1%
COc1ccc(C(=O)Nc2ccc(Br)cc2F)cc1S(=O)(=O)N1CCCC1	-8	-14%	-5%	-13%	16%	-19%	-17%	i	-8%
O=C(Nc1cccc(Cl)c1)OC1CCCCc2cccnc21 (stereo not given)	-80*	-1%	-3%	-17%	4%	-27%	-22%	i	9%
CC(=O)c1c(C)[nH]c(C(=O)NCc2ccccn2)c1C	-3	23%	1%[9.22 µM]	3%	17%	19%	10%	i	20%
CCN1C(C(=O)c2ccccc2)=C(OC(=O)c2ccccc2OC)c2ccccc2S1(=O)=O	.	.	.	4.5µM*	.	?	.	?	0%
CCCCNc1nc2c(-c3cccc(C)c3)nnn2c2ccccc12	.	.	.	9%	.	8%	.	i	16%
CC1CC(C)CN(C(=O)c2ccc(S(=O)(=O)N3CCCCC3)cc2)C1 (stereo not given)	-7	-2%	-1%	-6%	-17%	-14%	-2%	i	-3%
CCOC(=O)Cc1csc(NC(=O)CCCCCN2C(=O)c3cccc4cccc(c34)C2=O)n1	4	-26%	-2%	-10%	27%	-37%	?	?	-10%
CCn1ccnc1CN1CCC(CO)(CCOc2ccccc2)CC1	8	16%	-31%[inhibitor]	-8%	-2%	-19%	14%	i	1%
Cc1cc(C)nc(CCNC(=O)c2cc(COc3ccc(F)cc3F)on2)n1	0	0%	-3%	4%	-1%	.	2%	i	4%
Cc1cc(C)c(S(=O)(=O)N2CCN(C(=O)C3CCCO3)CC2)c(C)c1 (stereo not given)	9	-5%	?	-3%	30%	.	0%	i	-10%
Cc1ccc(C)c(NC(=O)COC(=O)COc2cccc3c2OC(C)(C)C3)c1	-4	7%	-6%	3%	2%	3%	19%	i	-3%
CN(C)N=Nc1ccc(S(=O)(=O)NC(=O)Cc2ccccc2)cc1	6	22%	-5%	11%	0%	0%	18%	i	-5%
COc1cccc(N2CC(C(=O)NNC(=O)c3ccc(Cl)cc3)CC2=O)c1 (stereo not given)	1	1%	1%	3%	-2%	1%	5%	i	-16%
Fc1cccc(CCN2CCNC[C@H]2Cc2cccc3ccccc23)c1	-60*	-18%	39%	16µM*	?	-23%	1%	?	-5%
Nc1nnc(-c2ccccc2)s1	6	9%	-22%	-3%	3%	19%	0%	?	1%
O=C(C1CCC1)N1CCc2cc(S(=O)(=O)NCCN3CCN(c4ccccc4F)CC3)ccc21	-3	-4%	29%	-13%	?	-6%	-21%	i	?
CCCCN(CC)C(=O)CN1C(=O)c2ccccc2C1=O	-14	21%	-3%	4%	-2%	1%	25%	i	6%
Cc1cc(C)n(-c2nc3ccccc3nc2N2CCN(c3cccc(C(F)(F)F)c3)CC2)n1	.	.	.	-22%	.	5%	.	i	1%
CC(C)(C)C1CCc2c(sc(NC(=O)C3CCCO3)c2C(N)=O)C1 (stereo not given)	-9	?	?	-32%	18µM*	-11%	?	i	0%
Cc1ccc2[nH]c(C)cc(=S)c2c1	-69*	?	21µM*	0%	23µM*	-19%	23µM*	i	?
Cc1cc(CN(C)C(=O)CC2C(=O)NCCN2Cc2c(F)cccc2Cl)on1 (stereo not given)	-12	-6%	3%	-31%	3%	.	-2%	i	0%
CC(OC(=O)/C(C#N)=C/c1ccco1)C(=O)N(C)c1ccccc1 (stereo not given)	-13	7%	3%	2%	-7%	-4%	13%	i	22%
COc1ccc(NC(=O)COC(=O)c2ccc(S(=O)(=O)N3CCCC3)cc2)cc1OC	0	-2%	-15%	2%	-8%	6%	4%	i	-4%
CCn1ccc2cc(S(=O)(=O)N3CCC(C(=O)NCc4ccc(OC(C)C)cc4)CC3)ccc21	.	.	.	0%	.	-7%	.	i	-3%
Brc1ccc(C2=CC(c3cccs3)n3ncnc3N2)cc1 (stereo not given)	-19	-36%	12%	-50%	30%	9%	?	i	0%
Cc1ccc(C)c2nc(SCC(=O)Nc3ccc4c(c3)OCO4)c(C#N)cc12	-2	6%	-6%	5%	-1%	.	24%	i	1%
O=C(CSc1ncnc2nc[nH]c12)Nc1ccccc1C(F)(F)F	25	-6%	-7%	0%	-5%	2%	-7%	i	-19%
NS(=O)(=O)c1ccc(CNC(=O)CCC2CCCCC2)cc1	4	-1%	4%	17%	2%	0%	-4%	i	2%
CC(NC(=O)Cc1cccs1)c1ccncc1 (stereo not given)	-5	9%	-7%	-5%	?	-9%	7%	i	10%

# Other structures:
Structure	IL1B secr inh	HT1080-NT tox	SW480 rerep	HepG2 tox	MCF10A rerep	ATXN2 expr inh	HT1080 IDH1KD tx	ATXN viability	KB-3-1 tox
Cn1c(COc2ccccc2)nnc1SCCC(=O)Nc1ccccc1	-13	-1%	-5%	-39%	1%	6%	-10%	i	2%
Cc1c(NC(=O)CSc2nnc(-c3ccccc3F)o2)c(=O)n(-c2ccccc2)n1C	3	-1%	.	1%	.	.	0%	i	1%
COc1ccc(N2C(=O)CSC2c2ccncc2)cc1 (stereo not given)	30	3%	0%	8%	-7%	-5%	2%	i	19%
Cc1oc2c(CN(C)C)c(O)ccc2c(=O)c1-c1ccc2ccccc2n1	28	22%	-10%	-2%	?	-11%	0%	i	-3%
CN1CCN(C(=O)/C(=C/c2cn(C)c3ccccc23)NC(=O)c2ccccc2)CC1	25	-5%	-16%	-25%	-20%	3%	-1%	i	-3%
